# NCF1 inh: blocks human p47phox regulatory protein of NADPH oxidases; 220,000 tested, 0.53% active; AID 1274; inhibition, % at 24.7 µM; p47phox/p22phox peptide binding, fluorescence polarization, 2 h;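 active = inhibition above about 30%, limit read from the data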;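 note: 0% = p47phox with labelled peptide and 100% = labelled peptide alone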
# EP2 antag: blocks the human prostaglandin E2 receptor EP2 | inhibition, % at 25 µM | AID 1422 | 260,000 tested, 0.52% active | P43116 | C6 glioma cells expressing human EP2, cAMP TR-FRET; cells stimulated with saturating PGE2;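 active = percent inhibition above 40 after rounding to a whole number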;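 note: rat C6 glioma host cells with rolipram phosphodiesterase inhibitor present; the protocol text gives 20 µM as final concentration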
# Target sequence (P43116 whole entry, looked up): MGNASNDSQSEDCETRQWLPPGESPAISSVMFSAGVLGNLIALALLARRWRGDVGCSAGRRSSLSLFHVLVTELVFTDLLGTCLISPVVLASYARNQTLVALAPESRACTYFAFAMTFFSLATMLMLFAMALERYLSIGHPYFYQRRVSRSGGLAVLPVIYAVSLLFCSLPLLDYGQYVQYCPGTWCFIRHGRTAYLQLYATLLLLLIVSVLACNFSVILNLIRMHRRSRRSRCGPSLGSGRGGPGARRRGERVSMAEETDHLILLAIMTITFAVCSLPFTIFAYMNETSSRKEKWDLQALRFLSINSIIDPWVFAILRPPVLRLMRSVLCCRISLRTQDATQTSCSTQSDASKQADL
# BaF3 parental: reduces parental Ba/F3 cell viability, JAK2V617F counter-screen. CellTiter-Glo ATP luminescence. inhibition, % at 5.6 µM. 220,000 tested, 1.1% active. AID 1486;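 active = inhibition above a per-campaign cutoff, the mean inhibition of all tested compounds plus 3 SD, cut at about 27% in these data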;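 note: 0% = DMSO wells and 100% = JAK Inhibitor I control wells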
# PPC-1+TRAIL kill: PPC-1 cancer cell killing with TRAIL present; cell killing (% activity), % at 4 µM; PPC-1 cells + TRAIL, ATPLite viability luminescence; AID 1443; 220,000 tested, 0.41% active;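 active = cell killing above 50% in the first pass at 4 µM, then a duplicate retest at 5 µM averaging 50% or more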;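 note: plate controls were cells with TRAIL plus DMSO for no effect and medium-only wells lacking cells for full effect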
# RBBP9 inhibitor: human RBBP9 hydrolase inhibition; 220,000 tested, 0.2% active; recombinant RBBP9, FP-Rh probe fluorescence polarization; AID 1515; inhibition, % at 7.94 µM; O75884;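 active = inhibition above the campaign mean of all tested compounds plus 3 SD, cut at about 14% in these data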;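 note: plate controls were DMSO wells with RBBP9 for no effect and wells lacking RBBP9 protein for full effect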
#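 Test system: recombinant human RBBP9; Timing: 30 min then 45 min, 25 °C; Detection: fluorescence polarization; Control set: RBBP9 with DMSO as uninhibited control, no-protein wells as full inhibition; Compound dosing: one concentration, 7.94 µM nominal, 0.794% DMSO; Probe or stimulus: FP-Rh activity-based probe, 375 nM before mixing.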
# p97 inhibitor: human p97 ATPase inhibition | inhibition, % at 8 µM | recombinant p97 ATPase, Kinase-Glo ATP luminescence, 3 h | P55072 | 220,000 tested, 0.42% active | AID 1481; in the data active = inhibition above about 15%;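 note: 0% = DMSO vehicle and 100% = wells lacking enzyme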
# Tb hexokinase: blocks Trypanosoma brucei hexokinase 1 activity | recombinant TbHK1, G6PDH-coupled NADH A340 | inhibition, % at 10 µM | 220,000 tested, 0.11% active;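 active = inhibition of 50% or more in the single-dose primary screen; inactive = inhibition below 50%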
# Ba/F3 V617F tox: lowers viability of Ba/F3 cells expressing EpoR and JAK2V617F. ATP luminescence. inhibition, % at 5.6 µM. 220,000 tested, 1.1% active. AID 1446;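 active = inhibition above the campaign mean plus 3 SD over all tested compounds, cut at about 24% in these data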;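 note: cytokine-independent growth of Ba/F3 cells driven by EpoR plus mutant JAK2; 0% = DMSO-treated cells and 100% = JAK inhibitor I control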
# Furin inh: blocks human furin protease activity; purified furin, fluorogenic substrate cleavage; inhibition, % at 30 µM; 220,000 tested, 0.061% active; in the data active = inhibition above about 25%; note: inactives centre near -15
# Target sequence (P09958 108-714 limits assumed): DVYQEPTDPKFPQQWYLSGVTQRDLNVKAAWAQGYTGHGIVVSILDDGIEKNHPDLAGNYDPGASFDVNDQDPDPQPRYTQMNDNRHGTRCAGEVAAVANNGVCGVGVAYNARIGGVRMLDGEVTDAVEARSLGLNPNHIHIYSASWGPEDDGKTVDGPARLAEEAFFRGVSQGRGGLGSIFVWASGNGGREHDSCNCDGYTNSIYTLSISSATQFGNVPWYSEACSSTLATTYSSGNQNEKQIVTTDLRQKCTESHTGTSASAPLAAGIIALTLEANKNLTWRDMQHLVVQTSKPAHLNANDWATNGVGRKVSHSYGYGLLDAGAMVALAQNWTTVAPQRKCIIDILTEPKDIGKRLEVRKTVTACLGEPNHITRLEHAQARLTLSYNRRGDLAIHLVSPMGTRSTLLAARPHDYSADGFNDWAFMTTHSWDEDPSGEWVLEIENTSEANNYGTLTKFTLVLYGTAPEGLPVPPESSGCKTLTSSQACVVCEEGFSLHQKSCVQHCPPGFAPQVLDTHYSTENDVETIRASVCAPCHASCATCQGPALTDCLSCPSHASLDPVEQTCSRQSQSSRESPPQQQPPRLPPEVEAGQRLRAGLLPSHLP
# Active calls of the source: *; / = not tested or not shown; & = joins results of further samples; [ ] = another dose, or the depositor's remark. Not all compounds are listed; the hit share may differ from the screen's.
SMILES,NCF1 inh,EP2 antag,BaF3 parental,PPC-1+TRAIL kill,RBBP9 inhibitor,p97 inhibitor,Tb hexokinase,Ba/F3 V617F tox,Furin inh
Cc1ccccc1-n1c(C)cc(/C=C(\C#N)C(=O)NCC2CCCO2)c1C (stereo not given),-15.6,3.6,11.8,54.6*,-3.1,-0.6,-31.7,1.4,5.3
Cc1[nH]c(=S)c(C#N)c(C)c1C(=O)Nc1ccccc1,-11.2,13.5,7.9,14.5,0.4,-2.5,-8.6,6.4,0.7[20 µM]
COc1ccc(-c2cc(C(F)F)n3ncc(C(=O)Nc4cccc(S(=O)(=O)N5CCOCC5)c4)c3n2)cc1,-5.3,6.0,1.6,39.0,0.8,4.6,-9.5,-1.2,-21.2
N#CCN1CCN(CC(=O)Nc2cccc3ccccc23)CC1,-4.7,8.7&4.3,0.9,-9.7,2.6,1.7,5.8,-1.2,-17.0[20 µM]
CCN1C(=O)c2cccc3c(S(=O)(=O)Nc4nc(C)cs4)ccc1c23,-3.1,17.6,3.0,3.8,1.1,2.9,-22.0,-2.5,-5.0
CC(C)NC(=O)N1CCCN(c2nc3ccc(Cl)cc3s2)CC1,-4.1,8.4,-0.7,-4.1,-3.0,4.0,-2.4,-6.4,-10.3
COC(=O)NCc1ccc(Cl)c(Cl)c1,-5.9,11.8,7.6,3.1,-9.8,1.0,4.9,2.4,-13.9
CCN(CC)S(=O)(=O)c1ccc(NC(=O)CSc2cccc[n+]2[O-])cc1,-6.4,7.8,4.5,13.0,-2.3,2.2,-8.3,-3.0,-18.8[20 µM]
Fc1cccc(F)c1/C=N/N1CCOCC1,-2.5,5.8,2.1,-8.9,-6.6,-2.1,8.3,1.9,-3.2
O=S(=O)(c1cnc[nH]1)N1CCCCCC1,-6.4,14.1,5.4,7.8,-1.8,3.4,-1.0,1.1,-25.7
Cc1ccc(Nc2cc(C(=O)NCCCN3CCOCC3)c3ccccc3n2)c(C)c1,-4.0,3.5,4.5,-11.5,1.2,0.0,-9.1,0.5,-27.5
Cc1nc2ccc(C(=O)O)cc2c2c1CC(C)S2 (stereo not given),14.5,7.2,5.5,13.4,-0.2,6.5,-4.2,-1.6,-18.5[20 µM]
O=C(c1cccc(Cl)c1)C1CCCN(C(=O)c2ccoc2)C1 (stereo not given),2.1,3.0,-0.7,8.0,-4.4,1.9,4.9,-3.2,-16.6
O=C(Nc1ccccc1)OCCOc1ccccc1,0.4,4.8,6.2,-16.0,0.0,-1.4,47.9,1.9,-7.6
Cc1cc(NC(=O)c2ccc(Cl)c([N+](=O)[O-])c2)no1,-3.2,11.4,-3.5,5.0,8.6,7.3,-9.0,-0.9,-17.6
O=C(COc1ncnc2ccccc12)NC(=O)NCc1ccccc1,-6.3,7.1,1.6,/,2.3,5.2,5.9,-0.7,-24.2
O=C(OCC(=O)N1CCN(S(=O)(=O)c2ccccc2)CC1)c1ccc([N+](=O)[O-])o1,-6.0,3.9,-5.5,10.4,-4.1,5.1,-6.0,-7.8,-13.2
CCOC(=O)c1cnc(SCC(=O)Nc2cc(C(F)(F)F)ccc2N2CCOCC2)nc1N,3.9,8.2,1.6,30.2,2.8,1.8,-2.5,-4.8,-18.2[20 µM]
CCOC(=O)c1c[nH]c2c(C)cc(C)cc2c1=O,-3.9,5.4,-3.6,2.2,-6.5,3.3,-3.7,0.9,-22.0[20 µM]
O=C(c1ccccc1)c1cccc(NC(=O)c2ccc(Br)o2)c1,-18.9,7.8,4.9,9.6,-16.0,-7.6,3.2,2.7,-11.2[20 µM]
Cc1ccnc(NC(=O)CCc2c(C)nc3ncnn3c2C)c1,-16.6,2.2,3.0,11.2,-3.2,-2.2,-5.1,-0.6,-16.4
O=C(Nc1cccc2ccccc12)c1cnsn1,-5.0,8.5,0.7,19.2,-7.3,5.0,-4.8,-3.7,-28.6
COC(C(=O)NC(C(C)C)C(C)C)c1ccccc1 (stereo not given),-4.6,12.9,3.6,16.1,-5.1,3.0,23.9,-0.4,-25.6
COCc1c(C(=O)Nc2ccc(Cl)cc2F)oc2ccccc12,-16.0,7.6,5.2,16.4,-1.6,-1.6,-1.3,-1.0,-18.3
CCS(=O)(=O)N1CCN(c2ccc([N+](=O)[O-])c(NCC3CCCO3)c2)CC1 (stereo not given),6.3,4.3,3.8,-1.9,-6.8,3.6,-11.2,-2.2,15.5

# New compounds follow:
SMILES,NCF1 inh,EP2 antag,BaF3 parental,PPC-1+TRAIL kill,RBBP9 inhibitor,p97 inhibitor,Tb hexokinase,Ba/F3 V617F tox,Furin inh
O=[N+]([O-])c1cc(S(=O)(=O)Nc2cccc(Cl)c2)ccc1N/N=C/c1ccc(N2CCOCC2)cc1,-6.1,7.8,-7.9,16.8,-8.0,-2.6,-38.5,-1.0,-18.9
COc1ccccc1N1CCN(c2nc3ccccc3nc2C(C#N)C(=O)OC(C)C)CC1 (stereo not given),-4.6,6.8,6.3,2.8,-12.4,-7.5,-15.1,-0.2,-26.8[20 µM]
Cc1ccc(S(=O)(=O)N2CCN(C(C)C)CC2)cc1,-13.9,3.3,4.2,-1.2,-0.7,0.5,-5.0,0.9,-29.3
CCc1ccc(Nc2nnc(SCC(=O)Nc3ccc(C(=O)O)cc3)s2)cc1,4.0,3.1,-2.3,41.6,-1.8,-4.5,-11.3,-1.4,-14.5
COc1ccc(C2N(c3cc(Cl)ccc3OC)C(=O)C3CCCN32)cc1OC (stereo not given),1.8,6.8,2.6,2.1,-6.9,-4.8,-3.0,1.8,-16.7
CC(=O)c1cc(C#N)c(SCC(=O)OC(C)C)nc1C,-5.0,5.8,7.4,1.0,-6.3,1.3,-1.8,0.2,-4.2[20 µM]
CC1CCCCN1C(=O)COc1ccc(NC(=O)c2ccco2)cc1 (stereo not given),2.3,12.2,-0.1,-2.0,-4.4,5.6,3.3,-3.2,-16.6
Cc1sc2ncn(CC(=O)N3CCOCC3)c(=O)c2c1-c1ccccc1,-2.0,1.0,5.0,21.5,-7.3,1.9,-0.7,1.4,-24.9
CCOC(=O)CC(NC(=O)c1cc2cc(Cl)cc(Cl)c2oc1=O)c1cccc([N+](=O)[O-])c1 (stereo not given),-5.9,3.1,6.4,18.6,-2.8,6.0,3.5,-0.2,-5.4
Cc1c(N2C(=O)/C(=C\c3ccccc3O)SC2=S)c(=O)n(-c2ccccc2)n1C,7.3,8.8,3.6,-14.1,-14.8,-1.9,-2.6,2.8,-0.8
O=C(N/N=C/c1cn(-c2ccccc2)nc1-c1cccnc1)c1cccnc1,0.2,6.8,3.0,1.6,-7.1,-0.8,-17.7,3.6,-7.5
N#Cc1ccsc1NC(=O)COc1ccc(-c2nnco2)cc1,-11.5,15.6,2.0,14.7,8.3,7.5,-4.4,-1.3,-20.8
COc1ccc2c(c1)CCc1c(C(=O)NCCc3ccc(OC)c(OC)c3)noc1-2,3.4,5.8,2.8,-4.1,-2.8,-4.4,-10.4,-0.9,-29.5
COc1ccc(NS(=O)(=O)c2cc(NC(=O)CC3CCCC3)ccc2N2CCOCC2)cc1,-14.1,2.7,32.2*,25.2,-2.8,2.9,-1.9,7.4,-25.2
Cc1ccc2c(ccn3cc4c(c(=O)n(C)c(=O)n4C)c23)c1,-5.3,10.3,3.8,/,-6.6,3.1,-15.2,-3.9,-11.2
S=c1[nH]nc(C23CC4CC(CC(C4)C2)C3)n1Cc1ccco1,-16.4,23.1,2.6,20.7,-0.4,-0.9,-1.5,-1.8,-23.6
O=C(O)c1cc(N2C(=O)C3CCCCC3C2=O)ccc1NCc1cccnc1 (stereo not given),-5.5,-1.9,2.4,12.9,1.0,4.5,-7.0,1.2,-21.4
Cc1ncc(CSc2nc3ccccc3[nH]2)c(N)n1,-5.5,4.0,0.6,18.7,-5.0,-1.1,-6.3,-1.1,-12.0[20 µM]
CC1=CC=CC2=N/C(=N\S(=O)(=O)c3ccc(F)cc3F)c3ccccc3CN12,-33.2,7.9,2.1,-5.4,-6.3,0.1,0.2,-2.3,-27.6
O=C(CCCCCN1C(=O)c2cccc3cccc(c23)C1=O)N1CCOCC1,-14.3,7.2,7.5,13.0,-2.0,-1.9,-5.1,0.9,-19.1
CC(C)C(C)NC(=O)COc1ncnc2sccc12 (stereo not given),-4.8,4.3,5.3,1.9,10.1,7.0,0.7,-5.2,-14.5
O=C(N/N=C/c1ccccc1OC(=O)c1ccc2c(c1)OCO2)c1ccccc1,-24.9,8.7,4.5,9.6,-3.2,4.4,10.4,-0.9,-9.8
CN1c2ccccc2C(=O)/C(=C\Nc2ccc(F)cc2F)S1(=O)=O,-1.9,9.3,-1.7,14.9,-6.8,-10.8,-2.7,0.7,-0.3
COC(=O)C1=C(C)NC=C([N+](=O)[O-])C1c1ccc(OC)cc1 (stereo not given),-9.6,3.0,3.0,25.0,-9.1,2.8,0.9,-3.3,-10.0
c1ccc(-c2nccc(-c3ccc(-n4cnc5ccccc54)cc3)n2)nc1,-29.0,9.0,5.5,20.9,-4.8,-0.1,-2.4,-2.1,-24.7[20 µM]

# Record cards, as listed above. Order of values: NCF1 inh, EP2 antag, BaF3 parental, PPC-1+TRAIL kill, RBBP9 inhibitor, p97 inhibitor, Tb hexokinase, Ba/F3 V617F tox, Furin inh
# `CCS(=O)(=O)N1CCN(c2ccc([N+](=O)[O-])c(NCC3CCCO3)c2)CC1` (stereo not given) as listed: 6.3, 4.3, 3.8, -1.9, -6.8, 3.6, -11.2, -2.2, 15.5
# `CCN1C(=O)c2cccc3c(S(=O)(=O)Nc4nc(C)cs4)ccc1c23` as listed: -3.1, 17.6, 3.0, 3.8, 1.1, 2.9, -22.0, -2.5, -5.0

# Further compounds
SMILES,NCF1 inh,EP2 antag,BaF3 parental,PPC-1+TRAIL kill,RBBP9 inhibitor,p97 inhibitor,Tb hexokinase,Ba/F3 V617F tox,Furin inh
CCc1ccccc1NCC(=O)Nc1ccccc1C(=O)OC,-0.1,3.3,2.8,7.3,-1.1,-2.2,-4.0,0.5,-7.8
CCOC(=O)C1=C(C)NC(=O)NC1c1ccccc1Cl (stereo not given),5.3,7.0,-3.1,4.9,-5.7,1.6,-3.2,-2.4,-13.6[20 µM]
CNC(=O)c1ccccc1NC(=O)c1ccc(C)c(S(=O)(=O)N2CCCCC2)c1,0.8,4.9,3.4,15.8,-8.2,3.1,3.6,3.7,-15.6[20 µM]
O=C(CCN1C(=O)C2C3C=CC(C3)C2C1=O)NCCc1ccccc1 (stereo not given),-2.9,15.2,-0.5,-5.6,4.3,1.4,-3.4,-3.3,-6.7
O=C(Nc1ccccc1C(=O)N/N=C/c1ccco1)c1ccc(Cl)cc1,-9.9,14.1,3.5,9.4,-8.6,-19.8,14.8,2.2,-17.7
CCSc1nnc(NC(=O)CSc2nnc(C)c(=O)n2N)s1,/,4.7,2.5,12.3,-1.5,3.9,-5.6,-0.6,-32.3
C=CCN(CC=C)C(=O)C1CC(=O)N(c2ccc(Br)cc2)C1 (stereo not given),3.2,11.4,1.3,-0.5,-5.7,0.7,6.2,-0.3,-21.7
C=CCNC(=O)NC(=O)COC(=O)[C@H](C)NS(=O)(=O)c1c(C)c(C)cc(C)c1C,-7.0,3.9,-8.1,3.6,-5.8,1.6,-5.3,-2.1,-29.2
CC(C)=CCN1CCN(CCC2=C(C)CCCC2(C)C)CC1CCO (stereo not given),-10.0,5.6,8.2,14.3,-7.1,2.3,-2.3,0.3,-32.4
O=c1c2ccccc2ncn1CCCSc1ccc(Cl)cc1,-15.2,14.4,1.9,-8.4,0.1,1.9,1.8,0.1,-13.3
CCCC(=O)NCc1ccc2c(c1)cc(C)n2C,7.5,4.0,4.1,4.5,-5.0,-1.2,-2.9,0.2,-14.9
Cc1[nH]c2ccccc2c1C(Nc1nccs1)c1ccncc1 (stereo not given),4.1,8.7,-2.5,18.8,-12.7,-4.7,-12.8,-0.3,-17.0
